Source: PubChem BioAssay
NPC1 promoter act: qHTS Assay for NPC1 Promoter Activators | Huh7 NPC1 promoter luciferase reporter, 24 h | hit rate 2.4% among 320,000 | Potency, µM (top dose mostly 9.22 µM), inactives show at the highest dose activation, most hits filed as activators;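 also: potency is read from the fitted curve at half-maximal effect; % of control where 0% means no effect; nearly all actives have a fitted effect of over 60% in size; reporter is driven by a mutant NPC1 promoter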
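Stable NPC1-promoter luciferase Huh7 line; cpd (DMSO) 24 h, 37 °C, 5% CO2; Amplite luciferase reagent 10 min RT; luminescence readout. qHTS format.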
p53 reactivator: qHTS assay for re-activators of p53 using a Luc reporter; H1299 p53-A138V BP100-luciferase reporter, luminescence, 24 h; Potency, µM (titrated, usually from 92.2 µM), without a hit: at the highest dose activity change, positive = activation, actives largely listed as activators; hit rate 0.063% among 320,000; AID 504706, 2011; also: potency is read from the fitted curve at half-maximal effect; % of control where 0% means no effect; nearly all actives have a fitted effect of over 45% in size
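p53-null H1299 cells stably carrying temperature-sensitive p53-A138V and a BP100-luciferase reporter were pinned with compounds (4-point, 1:5 series) and held 24 hrs at 37 deg C. Luminescence was read 10 min after detection reagent.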
PKM2 activator: qHTS Assay for Activators of Human Muscle isoform 2 Pyruvate Kinase. Pyruvate kinase PKM (Homo sapiens), P14618. purified PKM2, Kinase-Glo ATP luminescence, activation; response scale: 0% is enzyme alone, no compound. Potency, µM (highest dose often 57.5 µM), for the others: at the top dose activation, usual class: activators. hit rate 0.34% among 260,000. AID 1631, 2009; also: potency is read from the fitted curve at half-maximal effect; % is scaled to controls: 0 for no effect and ±100 for the full control effect; nearly all actives have a fitted effect of over 55% in size
Target sequence (P14618 whole entry, looked up, canonical isoform): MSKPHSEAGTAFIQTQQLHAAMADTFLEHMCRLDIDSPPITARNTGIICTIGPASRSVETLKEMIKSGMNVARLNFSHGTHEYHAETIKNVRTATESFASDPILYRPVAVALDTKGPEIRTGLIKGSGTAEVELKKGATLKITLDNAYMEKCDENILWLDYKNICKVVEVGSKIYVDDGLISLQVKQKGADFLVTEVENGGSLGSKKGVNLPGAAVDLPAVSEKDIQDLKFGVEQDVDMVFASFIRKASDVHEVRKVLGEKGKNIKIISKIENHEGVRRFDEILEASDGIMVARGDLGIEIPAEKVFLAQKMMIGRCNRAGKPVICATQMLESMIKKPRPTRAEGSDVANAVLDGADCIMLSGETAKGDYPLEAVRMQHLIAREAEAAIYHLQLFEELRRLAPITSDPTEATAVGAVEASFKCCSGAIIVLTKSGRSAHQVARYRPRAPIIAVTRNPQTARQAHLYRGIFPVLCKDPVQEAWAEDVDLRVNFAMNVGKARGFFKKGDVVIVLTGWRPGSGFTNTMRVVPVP
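Purified hPK-M2 (>95% pure) converted ADP (0.1 mM final) to ATP with 0.5 mM PEP in 50 mM imidazole pH7.2, KCl, MgCl2, Tween 20, BSA; 1 h at room temperature. ATP detected by Kinase-Glo luminescence.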
FLuc counter: qHTS profiling assay for firefly luciferase inhibitor/activator using purifed enzyme and Km concentrations of substrates (counterscreen for miR-21 project). Potency, µM (doses to about 57.5 µM), without a hit: at the highest dose activity change, negative = inhibition, actives largely listed as inhibitors. Luciferin 4-monooxygenase (Photinus pyralis), P08659. hit rate 6.9% among 360,000. AID 588342, 2011. purified FLuc, Km substrates, luminescence inhibition;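 also: potency is read from the fitted curve at half-maximal effect; plate controls were vehicle for no effect and reference inhibitor for full effect; nearly all actives have a fitted effect of over 55% in size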
Target sequence (P08659 whole entry, looked up): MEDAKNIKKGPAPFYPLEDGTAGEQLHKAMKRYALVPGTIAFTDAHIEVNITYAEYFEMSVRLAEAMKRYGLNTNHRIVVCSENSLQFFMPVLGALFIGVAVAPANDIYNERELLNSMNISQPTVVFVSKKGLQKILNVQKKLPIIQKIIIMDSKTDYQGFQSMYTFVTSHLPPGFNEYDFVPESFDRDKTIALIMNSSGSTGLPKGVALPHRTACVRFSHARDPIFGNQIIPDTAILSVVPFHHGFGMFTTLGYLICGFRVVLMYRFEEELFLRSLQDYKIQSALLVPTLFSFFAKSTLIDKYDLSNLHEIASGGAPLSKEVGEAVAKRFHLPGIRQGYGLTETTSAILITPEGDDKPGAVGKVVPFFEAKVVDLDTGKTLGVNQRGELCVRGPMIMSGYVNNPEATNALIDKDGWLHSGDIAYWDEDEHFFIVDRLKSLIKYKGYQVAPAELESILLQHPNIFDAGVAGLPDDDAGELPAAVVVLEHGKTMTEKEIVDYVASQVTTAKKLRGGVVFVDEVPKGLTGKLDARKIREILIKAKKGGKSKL
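Purified P. pyralis luciferase (10nM final) with 10uM D-luciferin and 10uM ATP (Km levels) in 50mM Tris acetate pH 7.5, 10mM Mg acetate, 0.01% Tween-20, 0.05% BSA; qHTS 6-point titration, ~60 µM downward; luminescence read.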
Menin-MLL TR inh: qHTS Assay for Inhibitors Targeting the Menin-MLL Interaction in MLL Related Leukemias: Competition With Texas Red Labeled MLL-derived Mutant Peptide; O00255; Menin + Texas Red MLL mutant peptide, fluorescence polarization; Potency, µM (highest dose often 61.6 µM), inactives show at the highest dose FP activity change, negative = inhibition, most hits filed as inhibitors; hit rate 0.23% among 270,000; AID 1768, 2009; active = well fitted inhibition curve with a large enough effect in the polarisation, with a control signal flat, not every such curve was filed as active; inconclusive = small, poorly fitted or top-dose-only effect, or effect the other way, or a change in a side signal; inactive = no such curve, though single readings can be large or run the other way; the % refers to the polarisation; also: potency is read from the fitted curve at half-maximal effect; % of control where 0% means no effect; many of its hits are not listed in these tables
ELG1 genotox: qHTS screen for small molecules that induce genotoxicity in human embryonic kidney (HEK293T) cells expressing luciferase-tagged ELG1. HEK293T ELG1-luciferase reporter, luminescence, 16 h. Potency, µM (doses to about 46 µM), inactives show top-dose activity change, positive = activation, most hits filed as activators. hit rate 1.3% among 330,000. AID 504466, 2011; also: potency is read from the fitted curve at half-maximal effect; % of control where 0% means no effect; nearly all actives have a fitted effect of over 60% in size
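Screening used a luciferase reporter fused to human ELG1 in HEK293T cells. Luminescence was read on a CCD plate imager after 16 hr exposure and 30 min ONE-Glo incubation.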
RORgamma inh: qHTS for inhibitors of ROR gamma transcriptional activity; Nuclear receptor ROR-gamma (Mus musculus), P51450; Drosophila S2 Gal4-RORgamma UAS-luciferase reporter, 20 h; Potency, µM (series often up to 53.6 µM), without a hit: at the highest dose activity change, negative = inhibition, hits mostly inhibitors; hit rate 5.4% among 310,000; AID 2551, 2010; also: potency is read from the fitted curve at half-maximal effect; % is scaled to controls: 0 for no effect and ±100 for the full control effect; nearly all actives have a fitted effect of over 60% in size
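Luminescence from a UAS-regulated Photinus luciferase reporter in stably transfected Drosophila Schneider cells is measured; decreased signal marks ROR gamma inhibition. Fusion expression is induced by 700 uM copper sulfate for 20 hr.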
Rab9 prom act: qHTS Assay for Rab9 Promoter Activators. hit rate 2.8% among 320,000. Huh7 Rab9 promoter-luciferase reporter, luminescence, 24 h. AID 485297, 2010. Potency, µM (highest dose often 9.22 µM), for inactives: at the top dose activation, negative = inhibition, actives largely listed as activators; also: potency is read from the fitted curve at half-maximal effect; % of control where 0% means no effect; nearly all actives have a fitted effect of over 60% in size
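Cell-based reporter: Huh7 stable for Rab9 promoter-driven luciferase, plated in reduced-serum medium with 10% FBS at 1500 cells/well, compound-treated 24 h at 37 °C, luminescence read after 10 min reagent.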
BRCA1 expr act: qHTS Assay to Identify Small Molecule Activators of BRCA1 Expression. MCF7-BRCA1-FFLuc reporter, luminescence, 48 h; response scale: scaled: vehicle 0%, 10 µM genistein 100%. Potency, µM (doses to about 46.1 µM), without a hit: top-dose activation, actives largely listed as activators. hit rate 1.1% among 380,000. AID 624202, 2012; also: potency is read from the fitted curve at half-maximal effect; nearly all actives have a fitted effect of over 80% in size; some results filed as inactive show a strong effect at the top dose
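Quantitative HTS in MCF7 cells stably reporting BRCA1 expression via firefly luciferase. Compound treatment lasts 48 h at 37 °C in phenol-red free MEM. Activation is expressed relative to genistein at 10 microM and DMSO.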
Giardia kill: Small Molecules that selectively kill Giardia lamblia: qHTS. Giardia lamblia trophozoite viability. activity change, % at 7.66 µM, hits read low. hit rate 0.15% among 340,000; in the data active = activity change below about -80%; inconclusive = between about -30% and that limit;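 also: parasites exposed to compound for two days anaerobically before the ATP read; % is scaled to controls: 0 for no effect and ±100 for the full control effect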
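Giardia trophozoites, 100 cells per well, were exposed to compounds for 48 hrs at 37 deg C under anaerobic conditions; viability was then read as ATP content by bioluminescence after 15-30 min at room temperature.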
Gal4-VP16 FLuc: VP16 counterscreen qHTS for inhibitors of ROR gamma transcriptional activity | Potency, µM (titrated, usually from 53.6 µM), for inactives: top-dose activity, negative = inhibition, hits mostly inhibitors | Drosophila S2 Gal4-VP16 UAS-luciferase, luminescence, 20 h | hit rate 3.5% among 310,000;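 also: Gal4-VP16 expression switched on by copper sulfate through the metallothionein promoter; potency is read from the fitted curve at half-maximal effect; % is scaled to controls: 0 for no effect and ±100 for the full control effect; nearly all actives have a fitted effect of over 50% in size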
* hit, by the source's call; ? = inconclusive; . = no result given; [ ] = another dose, or the depositor's remark. Unless noted, calls follow the shape of the dose curve; as a rule, active = well fitted curve in the direction sought with a large enough effect; inconclusive = small, poorly fitted or top-dose-only effect, or another doubt; inactive = no such curve, though single readings can be large; an effect the other way counts as inactive or inconclusive.

SMILES	NPC1 promoter act	p53 reactivator	PKM2 activator	FLuc counter	Menin-MLL TR inh	ELG1 genotox	RORgamma inh	Rab9 prom act	BRCA1 expr act	Giardia kill	Gal4-VP16 FLuc
CCCCN(C)CCCNC(=O)C1CCC(CNS(=O)(=O)c2c(C)cc(C)cc2C)CC1 (centres undefined)	0%	-3%	.	0%	?	-5%	7%	0%	-32%	7	-5%
Cc1cc(O)c(C2=Nc3ccccc3SC(c3ccc(Cl)cc3)C2)c(=O)o1 (centres undefined)	-3%	?	7%	4.8µM*	-1%	7.3µM*	-15%	3%	-24%	13	20%
CCOc1ccc2c3c(c(=O)oc2c1OCC)CCCC3	1%	-8%	3%	?	-27%	0%	24%	-3%	11%	-18	11%
O=C(Nc1ccc(Cl)cc1C(=O)NCc1cccnc1)c1ccc(Cl)cc1Cl	-2%	-2%	7%	?	19%	-3%	?	-2%	-69%[inhibitor]	10	-1%
CC(C)c1ccc(/C=N/NC(=O)C2CCCC2)cc1	2µM*	?	0%	12µM*	-8%	5.8µM*	27%	2.5µM*	60%	11	?
CCOC(=O)c1ccc2c(c1)N(CC(=O)N1CCCCC1)C(=O)C(C)(C)O2	-7%	-1%	-14%	2%	-3%	1%	?	-5%	1%	26	-8%
CC(C)Cn1c(SCC(=O)N(C)c2c(N)n(Cc3ccccc3)c(=O)[nH]c2=O)nc2ccccc21	2%	5%	.	4%	.	-2%	.	-5%	-9%	-17	.
CCOC(=O)c1c(NC(=O)C2C3CCC(O3)C2C(=O)O)sc2c1CCCC2 (centres undefined)	-5%	-3%	-16%	?	-1%	-4%	19%	0%	0%	-1	-1%
O=C(CSc1nnc(COc2ccc(Cl)cc2)o1)NC1CC2CCC1C2 (centres undefined)	-3%	3%	.	?	8%	-2%	14%	-1%	-2%	-5	-10%
CCOC(=O)c1cc2sc(C)cc2n1CCCN1C(=O)c2ccccc2C1=O	0%	-2%	0%	2%	7%	-10%	34%	-14%	-49%	1	-1%
CC(=O)c1cccc(NC(=O)N2CCCC2C(=O)NC2CCCCC2)c1 (centres undefined)	14%	-13%	-2%	5%	-7%	1%	-10%[10 µM]	-8%	10%	17	-9%
Cc1cc(=O)oc2cc(OCC(=O)Nc3c(C)n(C)n(-c4ccccc4)c3=O)c(Cl)cc12	-3%	-1%	.	2%	.	0%	.	-1%	3%	-17	.
CCOC(=O)c1sc(SC)nc1N	6%	5%	0%	1%	0%	8%	16%	9%	32%	-22	-1%
COc1ccc(C2C(C(=O)c3ccccc3)=C(C)Nc3nc4ccccc4n32)c(OC)c1 (centres undefined)	-6%	?	1%	1%	-2%	1%	6.3µM*	-5%	5%	-14	-2%
Cc1cccc(C)c1NC(=S)Nc1c(C)n(C)n(-c2ccccc2)c1=O	-2%	-1%	2%	0%	0%	1%	-12%[10 µM]	-4%	-18%	0	-5%
CCn1cc(Br)c(-c2nc3ccccc3c(=O)n2N)n1	.	.	0%	-17%	-2%	.	8%	.	8%	16	23%
O=c1nc(-c2ccccc2)c(-c2ccccc2)n[nH]1	-4%	-2%	.	2%	-1%	-2%	17%	-5%	50%	-4	5%
CC(=O)Nc1cc2ccccc2oc1=O	0%	5%	7%	4%	8%	-6%	23%	-11%	7%	2	-11%
COc1ccc(-n2c(=S)[nH]c3cc(C(=O)NCc4ccccc4)ccc3c2=O)c(OC)c1	-7%	-2%	3%	-1%	22%	-11%	20µM*	0%	-21%	8	?
CCOc1ccc(-c2nnn(CC(=O)NCc3ccc(OC)cc3)n2)cc1OCC	1%	-6%	1%	1%	-1%	3%	-13%	2%	-6%	23	-2%
Cc1cc(=O)[nH]c(N/N=C/c2sccc2C)n1	7%	?	-38%	?	?	11%	-43%	28%	30%	3	-22%
O=C(NCCC1=CCCCC1)c1cc(S(=O)(=O)N2CCOCC2)ccc1F	0%	-4%	.	-4%	.	14%	.	-8%	9%	21	.
CCN(Cc1ccccc1)C(=O)Cn1c(=O)n(CCC(=O)N2CCCCC2)c(=O)c2sccc21	1%	4%	1%	-1%	0%	-4%	14%	0%	-8%	16	-2%
CN(CCCNC(=O)CCC(=O)N1CCOc2ccccc21)Cc1ccccc1	9%	-8%	-2%	-2%	-12%	0%	-13%	3%	-10%	26	-15%
COc1ccc(-c2cc(C(F)(F)F)nc(N3CCOCC3)n2)cc1OC	-3%	-6%	-1%	0%	-4%	-3%	10%	-3%	-37%	-16	-15%
CCc1nnc(NS(=O)(=O)c2ccc(Nc3ccc4nonc4c3[N+](=O)[O-])cc2)s1	1%	-1%	2%	-15%	?	-1%	-4%	-1%	-14%	0	-1%
Cc1c(Cl)cnc(NC(=O)COC(=O)/C=C/c2ccco2)c1Cl	-5%	-1%	.	3%	.	9%	.	-3%	0%	-17	.
CCOC(=O)c1cc(-c2ccccc2)nn1CCC#N	0%	9%	.	-9%	-2%	0%	25%	-1%	?	5	-6%
COC(=O)Cn1c2ccc(Cl)cc2c2nc(C)sc21	1%	-2%	3%	-18%	.	1%	9%	-4%	-1%	-5	0%
O=Cc1cn(CC(=O)N2CCCCCC2)c2ccccc12	1%	-4%	-1%	-1%	.	-2%	5%	-2%	2%	-10	2%
COc1ccccc1CNC(=O)c1ccc(-c2ccccc2C(F)(F)F)o1	-3%	-1%	1%	-1%	0%	2%	?	-1%	0%	22	-30%
O=C(NCCc1ccccc1)c1ccc2c(c1)N(Cc1ccccc1)C(=O)CS2=O (centres undefined)	-5%	4%	2%	6%	22%	-5%	23%	-2%	3%	10	-6%
CC1(C)CC(=O)c2cc(C(=O)Nn3cnnc3)c(=O)n(-c3ccccc3)c2C1	-1%	0%	4%	2%	16%	4%	-23%	-3%	0%	4	-4%
COc1cccc(/C=N/n2nnnc2N)c1O	-3%	11%	-2%	?	.	15%	1%	3%	0%	8	-12%
CC(=O)Nc1nc(SCC(=O)Nc2nnc(C)s2)[nH]c(=O)c1NC(=O)c1cccs1	-6%	-2%	2%	?	0%	1%	2%	-8%	-1%	-13	-20%
Cc1ccc(Nc2nc(N)nc(CN3CCN(C)CC3)n2)cc1	14%	25%	-10%	-11%	-4%	?	21%	25%	?	-4	-6%
Cc1nn(CC(=O)Nc2ccc3c(c2)OCO3)c(C)c1[N+](=O)[O-]	-8%	4%	1%	6%	12%	2%	-14%	-2%	-9%	-13	2%
O=C(O)CCc1nnc2n(Cc3ccc(F)cc3)c(=O)c3ccccc3n12	-2%	?	4%	4%	5%	5%	5%	-6%	0%	-9	6%
Cc1nc(N2CCN(c3ccccn3)CC2)c2c(C)c(C(=O)Nc3ccc(F)cc3F)sc2n1	-11%	-5%	-9%	-6%	10%	-13%	?	1%	-42%	2	1%
CC1CCCC(C)N1C(=O)COc1ccc(F)cc1 (centres undefined)	0%	-2%	-5%	0%	-15%	0%	7%	1%	9%	-10	-17%
COc1ccc(CNC[C@@H](CCCCN(C)Cc2ccc(OC)cc2)N2C[C@H](c3ccccc3)N(CCc3ccc(Cl)c(Cl)c3)C(=O)C2=O)cc1	-4%	-12%	-3%	-2%	?	-18%	5.6µM*	0%	-14%	7	5µM*
COc1ccc([N+](=O)[O-])c(OC)c1C(=O)NC(=O)Nc1c(F)c(F)c(F)c(F)c1F	-4%	-7%	.	0%	-4%	-6%	-3%	-2%	-32%	-20	-3%
COCCN(C(=O)CSc1n[nH]c(-c2ccc(OC)cc2)n1)c1c(N)n(Cc2ccccc2)c(=O)[nH]c1=O	-1%	4%	.	?	.	3%	.	-8%	-14%	2	.
CCOc1cc(OCC)cc(C(=O)Nc2cccc(C(C)=O)c2)c1	1%	4%	-4%	-2%	32%[activator]	-5%	7%	0%	-12%	-13	-3%
CC(=O)Nc1ccccc1NC(=O)C/C(C)=N/NC(=O)C(=O)N1CCCCC1	-3%	0%	.	5%	1%	-2%	-21%	0%	-8%	-21	-13%
CCOc1ccccc1NC(=O)COC(=O)c1c(CC)noc1C	-1%	-3%	.	2%	.	0%	.	-3%	3%	13	.
COc1ccc(-c2csc(NS(=O)(=O)c3ccc([N+](=O)[O-])cc3)n2)cc1	-2%	-3%	0%	1%	?	2%	26%	-3%	-3%	-22	1%
Cc1ccccc1NC(=O)c1snc2c(=O)[nH]cnc12	-1%	-3%	-3%	3%	-9%	2%	10%	-5%	.	.	-20%

This is a subset, so the mix of outcomes need not match the whole.
